# Screening data: PubChem BioAssay, several laboratories
# CendR NRP1 mod – modulators of CendR peptide binding to human neuropilin-1; O14786; FAM-RPARPAR peptide binding to NRP-1, fluorescence polarization; inhibition, % at 25 µM; 360,000 compounds, 0.85% hits;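 active = inhibition or corrected inhibition above about 18%, plus a signal ratio from 0.5 to 1.5, limit read from the data, passing the limit was not always enough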; note: strong numbers were not always called active
# SUMO1 PPI mod – SUMO1-SIM interaction modulation. 360,000 compounds, 0.33% hits. AID 602429. P63165. SUMO1 binding to a labelled peptide, TR-FRET, 1 h. inhibition, % at 20 µM; in the data active = inhibition above about 37%
# Target sequence (P63165 whole entry, looked up): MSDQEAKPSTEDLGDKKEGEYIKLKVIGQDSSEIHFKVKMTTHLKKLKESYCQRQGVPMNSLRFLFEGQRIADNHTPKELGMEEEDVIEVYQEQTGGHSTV
# Scp-1 inhibitor – inhibitors of human Scp-1 phosphatase; AID 493091; inhibition, % at 20 µM; Recombinant Scp1, phosphopeptide, malachite green phosphate absorbance; 340,000 compounds, 0.88% hits;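 active = inhibition above about 50% at 20 µM, limit read from the data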;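 note: plate controls were DMSO wells with enzyme for no effect and wells lacking enzyme for full effect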
# Target sequence (Q9GZU7 76-261 limits assumed): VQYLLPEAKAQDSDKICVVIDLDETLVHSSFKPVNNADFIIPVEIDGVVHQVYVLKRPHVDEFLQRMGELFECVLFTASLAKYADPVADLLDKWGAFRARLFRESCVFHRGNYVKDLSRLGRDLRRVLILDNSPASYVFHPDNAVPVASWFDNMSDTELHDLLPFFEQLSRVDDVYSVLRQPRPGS
#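 Test system: SCP-1 phosphatase catalytic domain, residues 76-261; measured by: colorimetric phosphate reagent with accelerator and stabiliser, absorbance at 630 nm; timing: enzyme reaction 45 min at room temperature, colour 5 min, stabilisation 30 min; also added: Phosphorylated 17-residue peptide substrate; compound dosing: one concentration, 20 µM, with 1.0% DMSO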
# Tb MetRS inh – Trypanosoma brucei MetRS inhibition | purified T. brucei MetRS, ATP depletion, Kinase-Glo luminescence | inhibition, % at 11.9 µM | 360,000 compounds, 0.4% hits | AID 624268;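 active = inhibition above a per-plate cutoff of the control wells' mean inhibition plus 3 SD, cut at about 5.5% in these data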;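 note: 0% = DMSO wells median and 100% = median of wells with control inhibitor compound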
#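 Material: T. brucei methionyl-tRNA synthetase, purified; reagent: substrates ATP, L-methionine and bulk Escherichia coli tRNA; dosing: 11.9 µM single point; timing: 15 min plus 2 h at 25 °C; detection: luminescence of leftover ATP; evaluation: % inhibition; control set: DMSO-only wells as low control; replicates: singlicate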
# MsrA inh – inhibitors of bovine MsrA | purified bovine MsrA, absorbance read-out | inhibition, % at 15.5 µM | 360,000 compounds, 0.75% hits | AID 651718; in the data active = inhibition above about 4.5%;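 note: 0% = vehicle wells with enzyme and 100% = reference inhibitor wells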
# E coli Lon inh – E. coli protease La inhibition. P0A9M0. 360,000 compounds, 0.42% hits. inhibition, % at 7.94 µM. purified E. coli Lon protease, fluorescence polarization; in the data active = inhibition above about 13%, passing the limit was not always enough;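 note: 0% = enzyme with probe and DMSO and 100% = no enzyme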
# STEP inh – inhibitors of human striatal-enriched phosphatase STEP | 360,000 compounds, 0.25% hits | inhibition, % at 20 µM | recombinant STEP, OMFP fluorogenic substrate, fluorescence;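 active = inhibition at 20 µM, scaled per plate between control wells, above about 37%, limit read from the data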;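 note: 0% = DMSO with enzyme and substrate and 100% = substrate only without enzyme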
# Target sequence (P54829 whole entry, looked up): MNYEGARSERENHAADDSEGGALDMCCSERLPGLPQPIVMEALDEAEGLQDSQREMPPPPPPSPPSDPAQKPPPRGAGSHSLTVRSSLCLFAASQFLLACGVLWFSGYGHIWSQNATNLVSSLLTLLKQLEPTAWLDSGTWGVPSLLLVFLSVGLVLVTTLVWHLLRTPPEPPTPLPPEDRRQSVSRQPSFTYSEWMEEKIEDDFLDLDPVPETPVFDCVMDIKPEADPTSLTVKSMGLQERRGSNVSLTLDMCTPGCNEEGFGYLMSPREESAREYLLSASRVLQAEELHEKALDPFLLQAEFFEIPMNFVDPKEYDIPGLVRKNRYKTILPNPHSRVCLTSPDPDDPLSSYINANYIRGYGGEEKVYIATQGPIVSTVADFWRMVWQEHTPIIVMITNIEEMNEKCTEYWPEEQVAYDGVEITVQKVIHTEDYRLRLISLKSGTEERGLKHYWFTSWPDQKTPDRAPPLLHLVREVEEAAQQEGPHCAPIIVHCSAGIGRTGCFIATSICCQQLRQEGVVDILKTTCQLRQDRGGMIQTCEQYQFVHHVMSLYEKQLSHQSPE
#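 Material: STEP (striatal-enriched tyrosine phosphatase) enzyme, cell-free | Medium: 50 mM Bis-Tris pH 6.0 with 2.5 mM DTT and 0.005% Tween 20 | Read-out: Percent inhibition scaled to no-enzyme and uninhibited-enzyme controls, plate-pattern corrected | Signal: Fluorescence read at 480 nm ex / 540 nm em | Times: 20 min reaction, room temperature, in the dark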
# LMPTP inh – LMPTP (human) inhibition; P24666; recombinant LMPTP-A, OMFP fluorogenic substrate, fluorescence intensity; inhibition, % at 20 µM; 360,000 compounds, 0.22% hits;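 active = compounds that cut the enzyme signal by at least half of the control window in the single-dose screen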;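 note: plate controls were DMSO wells with enzyme plus substrate for no effect and substrate without enzyme for full effect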
# Target sequence (P24666 whole entry, looked up): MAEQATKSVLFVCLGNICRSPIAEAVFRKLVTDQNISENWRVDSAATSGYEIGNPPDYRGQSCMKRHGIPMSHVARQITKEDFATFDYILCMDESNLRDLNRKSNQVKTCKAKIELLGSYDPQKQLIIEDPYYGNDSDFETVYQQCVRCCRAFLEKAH
#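 Test system – LMPTP-A enzyme · Amount – LMPTP-A at 0.625 nM final in the reaction · Buffer or medium – Bis-Tris pH 6.0, DTT, detergent · Reagent – OMFP 400 µM · Doses – single 20 µM dose · Schedule – reaction 50 min, room temperature, dark · Detection – fluorescence intensity of OMFP turnover product · Evaluation – percent inhibition versus substrate-only and uninhibited controls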
# bovine MsrA act – bovine methionine sulfoxide reductase A activation; purified bovine MsrA, absorbance read-out; activation, % at 10.6 µM; 360,000 compounds, 0.3% hits; AID 602163; in the data active = activation above about 7.5%;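 note: 0% = vehicle and 100% = reference activator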
# DNMT1 inh – inhibitors of human DNMT1; P26358; DNMT1 molecular beacon, Hinp1I cleavage, fluorescence; inhibition (reported as % activation of signal), % at 10 µM; 360,000 compounds, 0.83% hits; in the data active = inhibition above about 50%
# The depositor's hits bear a star; · = no result given.
No.	structure	CendR NRP1 mod	SUMO1 PPI mod	Scp-1 inhibitor	Tb MetRS inh	MsrA inh	E coli Lon inh	STEP inh	LMPTP inh	bovine MsrA act	DNMT1 inh
1	COc1ccc(C(=O)n2c(N)nc3ccccc32)cc1OC	-6	3	-12	0.1	0.1	2	2	-0.4	-2	1
2	CCC(C)C(=O)OC1CCC=C2C=CC(C)C(CCC3CC(O)CC(=O)O3)C21 (centres undefined)	-8	-2	-5	-0.4	0.1	-8	-1	0.8	2	-2
3	COC(=O)c1ccc(CNC(=O)c2ccc3c(c2)OCCO3)cc1	-1	3	-7	0.3	-0.4	-2	-2	-0.7	-1	-2
4	O=C(CSc1nnnn1-c1cccc(O)c1)NC1CC1	8	1	-2	0.1	0.9	0	-1	-1.4	-1	0
5	Cc1ccc(C(=O)c2ccccc2C(=O)O)s1	4	-2	-3	-0.7	0.3	-3	1	-0.1	-4	8
6	O=C(NCC1CCCO1)c1ccccc1NC(=O)c1cccc2ccccc12 (centres undefined)	-11	-4	-8	-0.9	1.2	-4	3	-1.4	-4	4
7	CCOC(=O)C1CCCN(CCC(=O)Nc2ccc(Br)c(C)c2)C1 (centres undefined)	-2	3	-2	0.1	-0.2	-1	-2	-1.7	0	0
8	COc1cccc(-c2ncc3ccccn23)c1	-46	-8	7	-0.2	1.0	-17	-8	1.9	0	-1
9	CCC(=O)N1Cc2cc(C(=O)N(C)C)nc(-c3cccc(-c4cncnc4)c3)c2[C@@H]1CCO	10	0	·	0.3	0.1	-4	·	0.3	-3	·
10	CCN(Cc1ccccc1)S(=O)(=O)c1cc(C(=O)OC)n(C)c1	-3	-1	-10	-0.6	0.3	10	-1	-0.4	0	9

# (cont.)
No.	structure	CendR NRP1 mod	SUMO1 PPI mod	Scp-1 inhibitor	Tb MetRS inh	MsrA inh	E coli Lon inh	STEP inh	LMPTP inh	bovine MsrA act	DNMT1 inh
11	NC(=O)C1CCN(C(=O)CSc2nc3ccccc3[nH]2)CC1	0	-3	-7	0.0	-0.9	-4	0	-2.0	-4	2
12	CCN(C(=O)COC(=O)C1CCC(C(C)(C)C)CC1)c1c(N)n(Cc2ccccc2)c(=O)[nH]c1=O (centres undefined)	2	-4	-3	-0.4	0.3	7	1	-2.4	-6	47
13	O=C(Cc1ccccc1Cl)c1ccccc1	-8	2	-2	0.0	0.7	-1	3	-0.2	-9	-2
14	CNS(=O)(=O)c1cccc(C(=O)OCC(=O)c2ccc3c(c2)OCCO3)c1	10	-4	9	-0.2	1.3	-3	5	1.1	-3	5
15	CC(C)(C)S(=O)N1Cc2ccc(CO)cc2[C@@H]1CCO (some centres undefined)	2	-2	-8	-0.7	0.9	-3	1	-1.3	2	3
16	Cc1ccc(COC(=O)Cc2coc3cc(O)ccc23)cc1	16	9	-7	0.3	1.0	6	0	3.6	-1	2
17	CN(CCc1cn[nH]c1)Cc1nc(Cc2ccccc2)no1	8	1	-3	-0.7	-0.3	-4	2	0.7	-3	-1
18	CCC(=O)C1CCCN(C(=O)c2cccc(OC3CCN(S(C)(=O)=O)CC3)c2)C1 (centres undefined)	2	3	5	-0.6	·	3	-2	0.7	-10	2
19	Cc1ccc(/C=C/c2onc(C)c2S(=O)(=O)N2CCC(C(=O)N3CCCCC3)CC2)cc1	8	-15	-17	-0.3	1.1	2	-2	6.5	-2	-10
20	COc1ccc(S(=O)(=O)N2CCCN(S(=O)(=O)c3ccc(OC)cc3C)CC2)c(C)c1	8	2	-4	-0.6	-0.9	-2	0	2.6	0	-5

# New compounds follow:
No.	structure	CendR NRP1 mod	SUMO1 PPI mod	Scp-1 inhibitor	Tb MetRS inh	MsrA inh	E coli Lon inh	STEP inh	LMPTP inh	bovine MsrA act	DNMT1 inh
21	O=C(CN1C(=O)/C(=C/c2cccc(Br)c2)SC1=S)N1CCCC1	4	-2	40	0.1	-0.5	-11	1	0.2	1	5
22	Cc1cc(Sc2ccc([N+](=O)[O-])cn2)ccc1Br	14	-7	-11	0.5	-1.2	1	2	1.7	-3	-3
23	O=C(Nc1ccccc1)c1ccc[n+](Cc2ccc([N+](=O)[O-])cc2)c1	4	-21	-8	0.1	-0.1	-4	-5	-1.1	-9	2
24	CC(C)(CNC(=O)c1ccc(S(=O)(=O)Nc2ccccc2F)cc1)N1CCOCC1	0	-25	1	-0.3	-0.6	0	-2	-8.9	0	2
25	CC(C)CN(C(=O)CSc1nnnn1-c1ccccc1)c1c(N)n(CC(C)C)c(=O)[nH]c1=O	2	-1	-4	0.3	1.6	-6	6	-0.8	-2	0
26	CCN(CC)C(=O)Oc1ccc2oc(=O)cc(-c3cc4cccc(OC)c4o3)c2c1	1	-17	-14	-0.1	1.1	1	3	5.8	-4	-4
27	CN1CCN(C(=O)c2cc(Cl)cc(Cl)c2)CC1	-6	-1	-2	-0.8	-0.4	2	-4	-0.3	-4	1
28	CSc1ncccc1C(=O)OCC(=O)N(C)C	1	6	-3	-0.5	1.5	-4	-2	-1.5	2	1
29	CCC(C)(O)C(=O)N[C@H]1CCCN1C(=O)/C=C/c1ccccc1 (some centres undefined)	0	-4	3	-0.3	0.8	7	-2	-0.6	-1	6
30	Cc1occc1-c1nnc(SCC(N)=O)o1	2	1	-3	-0.4	-0.5	1	4	2.1	4	0

# Further results follow:
No.	structure	CendR NRP1 mod	SUMO1 PPI mod	Scp-1 inhibitor	Tb MetRS inh	MsrA inh	E coli Lon inh	STEP inh	LMPTP inh	bovine MsrA act	DNMT1 inh
31	COc1cc(C(O)c2nc(-c3cccs3)cs2)ccc1F (centres undefined)	17	-10	·	-0.2	-0.4	-2	-3	-1.2	-2	-4
32	NS(=O)(=O)c1cccc(NC(=O)CSc2nc3nc(-c4cccs4)cc(C(F)(F)F)c3c(=O)[nH]2)c1	10	1	-1	1.2	1.6	3	3	0.2	-2	-4
33	CC(C)CCOP(=O)(c1ccc(N(C)C)cc1)C(O)c1ccccn1 (centres undefined)	-8	-1	0	-1.6	0.7	0	-1	-1.1	-11	2
34	COCc1cc(=O)[nH]c2cc(NC(=O)C(F)(F)F)c(C)cc12	-2	-1	-3	2.3	1.3	-2	-3	-1.3	-11	-5
35	O=C(c1ccccn1)N1CCCC(N2CCN(c3ccccc3)CC2)C1 (centres undefined)	4	-3	-5	-0.6	0.0	2	2	-2.5	1	2
36	O=C(COc1ccccc1)NCc1ccccc1	0	1	-3	-0.3	-1.4	-2	-3	-0.5	-1	-1
37	CN(Cc1ccccc1)C(=O)C1CCN(S(=O)(=O)c2cccc3nonc23)CC1	-9	-31	10	-0.5	1.8	-5	1	0.5	-4	-2
38	O=C(CS(=O)(=O)Cc1ccccc1)Nc1nnc(C2CCCCC2)s1	13	10	11	-0.2	1.0	-2	-4	-0.1	-3	1
39	COc1ccc(NC(=O)/C(=C\c2ccc(OS(=O)(=O)c3ccc(C)cc3)cc2)NC(=O)c2ccccc2)cc1	-16	0	-13	-0.8	1.5	1	-4	-1.0	-6	1
40	Cc1cc(=O)[nH]c2c1c(C)nn2C1CCCC1	1	3	-2	-0.2	-0.4	1	-1	-0.9	1	-1

# Continuation.
No.	structure	CendR NRP1 mod	SUMO1 PPI mod	Scp-1 inhibitor	Tb MetRS inh	MsrA inh	E coli Lon inh	STEP inh	LMPTP inh	bovine MsrA act	DNMT1 inh
41	CN1CCc2nc(NC(=O)c3cccc(S(=O)(=O)N4CCc5ccccc54)c3)sc2C1	-96	-5	5	-0.3	0.6	-56	8	4.6	-11	-13
42	O=C1C=C(NCCc2ccccc2)C2(CCCCC2)O1	3	-3	3	-1.4	1.6	-4	-5	1.4	-11	2
43	CCN(CC(=O)Nc1ccc(NC(C)=O)cc1)C(=O)c1ccc(N2CCC(C)CC2)c([N+](=O)[O-])c1	-1	-30	-5	-0.5	-0.8	11	5	1.6	-6	-3
44	COC(=O)c1ccc(OCCCCN(C)Cc2ccccc2)cc1	20	1	1	-0.3	2.8	-2	2	-1.9	-1	-2
45	O=S(=O)(c1ccc(S(=O)(=O)N(Cc2ccco2)Cc2ccccc2Cl)cc1)N1CCCC1	1	-2	-2	-0.6	0.4	2	2	1.7	0	7
46	COc1ccccc1C(=O)N/N=C1/NC(=O)CC(C(=O)Nc2ccccc2)S1 (centres undefined)	-7	2	-7	0.1	2.6	-3	0	0.1	-4	-2
47	COc1ccc(C)cc1NC(=O)C1CCN(C(=O)Cc2ccccc2)CC1	4	-2	6	-1.6	0.5	11	0	-0.6	-9	5
48	CC(=O)NC1C(=O)N=C(SCC(=O)Nc2sc3c(c2C#N)CCCCCC3)NC1=O (centres undefined)	-21	2	2	-0.3	1.9	4	-2	7.2	-3	-2
49	CC1CC1C(=O)OCC(=O)NCc1ccc(Cl)cc1Cl (centres undefined)	-3	0	-14	0.7	-0.4	-9	2	-1.3	-5	3
50	CCOC(=O)CC(=O)CSc1nc2c(sc(=S)n2-c2ccc(C)c(C)c2)c(=O)[nH]1	-1	11	-7	-0.9	2.3	-4	1	0.4	-4	-1
51	O=C(NCc1cccc(C(F)(F)F)c1)c1ccc2nc([C@@H]3O[C@H](CO)[C@@H](O)[C@H]3O)[nH]c2c1	-1	-2	·	-0.1	0.7	-8	0	-0.7	-2	1
52	Cn1cnnc1SCc1ccc(F)c2ccccc12	0	-5	-3	-0.6	-0.2	-17	1	-0.5	-2	2

# 8 compounds out of the list, sorted by heavy-atom count, highest first.
No.	structure	CendR NRP1 mod	SUMO1 PPI mod	Scp-1 inhibitor	Tb MetRS inh	MsrA inh	E coli Lon inh	STEP inh	LMPTP inh	bovine MsrA act	DNMT1 inh
43	CCN(CC(=O)Nc1ccc(NC(C)=O)cc1)C(=O)c1ccc(N2CCC(C)CC2)c([N+](=O)[O-])c1	-1	-30	-5	-0.5	-0.8	11	5	1.6	-6	-3
51	O=C(NCc1cccc(C(F)(F)F)c1)c1ccc2nc([C@@H]3O[C@H](CO)[C@@H](O)[C@H]3O)[nH]c2c1	-1	-2	·	-0.1	0.7	-8	0	-0.7	-2	1
41	CN1CCc2nc(NC(=O)c3cccc(S(=O)(=O)N4CCc5ccccc54)c3)sc2C1	-96	-5	5	-0.3	0.6	-56	8	4.6	-11	-13
48	CC(=O)NC1C(=O)N=C(SCC(=O)Nc2sc3c(c2C#N)CCCCCC3)NC1=O (centres undefined)	-21	2	2	-0.3	1.9	4	-2	7.2	-3	-2
46	COc1ccccc1C(=O)N/N=C1/NC(=O)CC(C(=O)Nc2ccccc2)S1 (centres undefined)	-7	2	-7	0.1	2.6	-3	0	0.1	-4	-2
47	COc1ccc(C)cc1NC(=O)C1CCN(C(=O)Cc2ccccc2)CC1	4	-2	6	-1.6	0.5	11	0	-0.6	-9	5
49	CC1CC1C(=O)OCC(=O)NCc1ccc(Cl)cc1Cl (centres undefined)	-3	0	-14	0.7	-0.4	-9	2	-1.3	-5	3
52	Cn1cnnc1SCc1ccc(F)c2ccccc12	0	-5	-3	-0.6	-0.2	-17	1	-0.5	-2	2
